GRK2 aptamer HTS: human GRK2 inhibition via aptamer displacement | 0.59% of 330,000 active | bead flow cytometry, FAM-aptamer displacement from GRK2 | P25098 | inhibition of aptamer binding, % at 10 µM;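 active = inhibition of aptamer binding above 40%, roughly 3 SD of noise, on plates passing a quality check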;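 note: median bead fluorescence of bound FAM aptamer so fluorescent compounds give negative values; no value below 0 was filed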
Target sequence (P25098 whole entry, looked up): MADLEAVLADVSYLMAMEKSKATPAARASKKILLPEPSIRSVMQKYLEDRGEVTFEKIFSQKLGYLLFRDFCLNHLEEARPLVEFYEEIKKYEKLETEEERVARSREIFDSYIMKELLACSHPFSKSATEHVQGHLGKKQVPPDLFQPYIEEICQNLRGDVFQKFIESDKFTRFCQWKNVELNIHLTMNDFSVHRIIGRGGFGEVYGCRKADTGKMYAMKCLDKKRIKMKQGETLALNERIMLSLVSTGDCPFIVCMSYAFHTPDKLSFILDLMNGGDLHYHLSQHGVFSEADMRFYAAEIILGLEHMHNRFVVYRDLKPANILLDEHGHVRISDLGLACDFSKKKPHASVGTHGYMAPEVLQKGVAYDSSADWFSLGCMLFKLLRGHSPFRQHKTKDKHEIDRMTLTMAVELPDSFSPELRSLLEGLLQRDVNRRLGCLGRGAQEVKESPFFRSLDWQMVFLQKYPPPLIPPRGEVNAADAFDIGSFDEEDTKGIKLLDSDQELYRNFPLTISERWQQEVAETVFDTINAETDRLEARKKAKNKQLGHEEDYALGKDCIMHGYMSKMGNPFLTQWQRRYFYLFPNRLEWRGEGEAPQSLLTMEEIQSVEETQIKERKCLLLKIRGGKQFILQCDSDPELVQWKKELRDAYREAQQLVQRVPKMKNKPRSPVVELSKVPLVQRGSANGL
JMJD2C inh: inhibitors of human GASC-1 (JMJD2C) demethylase. Q9H3R0. 0.069% of 330,000 active. GST-JMJD2C(1-420) H3K9me3 demethylation, DELFIA europium. inhibition, % at 2.35 µM;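 active = more than half of a compound's replicate wells show inhibition beyond 50%, single wells judged on their own value; inconclusive = some, but no more than half, of replicates pass 50% inhibition; inactive = no replicate passes 50% inhibition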;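 note: signal counts dimethyl H3K9 product captured on neutravidin plate; 0% = median of DMSO wells and 100% = 0.3 times that DMSO median; strong numbers were not always called active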
MEP2-GFP yeast: alters MEP2-GFP fluorescence in TOR pathway yeast screen; S. cerevisiae MEP2-GFP strain, flow cytometry GFP, 3 h; 100% = DMSO control level; GFP response vs DMSO, % at 10 µM; 0.51% of 330,000 active; AID 2016;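 active = GFP response versus DMSO above a set limit, roughly screen mean plus 3 SD, cut at about 180% in these data; inconclusive = fewer than 70 cells counted for a yeast strain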;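 note: median GFP fluorescence of the barcode-gated MEP2-GFP cells per well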
AGP1 TOR yeast: yeast TOR pathway AGP1-GFP modulation. AID 2066. S. cerevisiae AGP1-GFP multiplex flow cytometry, 3 h; GFP as percent of DMSO wells. 0.02% of 320,000 active. GFP response vs DMSO, % at 10 µM;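 active = GFP response relative to DMSO above a set limit, near screen average plus 3 SD, cut at about 150% in these data; inconclusive = fewer than 70 cells counted for the yeast strain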;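 note: median GFP channel fluorescence of the gated AGP1 strain per well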
LAP4 TOR yeast: modulators of TOR pathway LAP4-GFP in S. cerevisiae. S. cerevisiae LAP4-GFP multiplex, flow cytometry GFP, 3 h; median GFP as percent of DMSO wells. GFP response vs DMSO, % at 10 µM. 0.34% of 320,000 active. AID 2023;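 active = GFP response vs DMSO above a set limit, about the screen mean plus 3 SD, cut at about 150% in these data; inconclusive = under 70 cell events counted for the yeast strain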
RPL19A-GFP yeast: alters RPL19A-GFP fluorescence in TOR pathway yeast screen. S. cerevisiae RPL19A-GFP strain, flow cytometry, 3 h; hits give low values. percent response vs DMSO, % at 10 µM. 0.3% of 330,000 active. AID 2025;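 active = percent response vs DMSO below 50%; inconclusive = fewer than 70 events counted for the yeast strain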;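 note: median channel GFP fluorescence of the barcoded RPL19A-GFP strain; ratio of sample median GFP to plate DMSO average so 100% = DMSO; lower means less RPL19A-GFP as with rapamycin TOR inhibition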
VLA-4 inh: inhibition in a human VLA-4 binding assay | P13612 | VLA-4 expressing cells, ligand binding flow cytometry | inhibition, % (about 7 µM as worked out from the volumes in the protocol) | 0.2% of 330,000 active | AID 2557; in the data active = inhibition above about 50%
CIT2-GFP yeast: yeast TOR pathway CIT2-GFP modulation | GFP response vs DMSO, % at 10 µM | S. cerevisiae CIT2-GFP strain, flow cytometry, 3 h; 100 means same as DMSO wells | AID 2029 | 0.065% of 320,000 active;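 active = GFP response relative to DMSO above a set limit, near the screen mean plus 3 SD, cut at about 150% in these data; inconclusive = Fewer than 70 cells measured for a yeast strain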;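 note: ratio of well median GFP fluorescence to mean of DMSO wells on the plate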
Active calls of the source: *; i = inactive; u = inconclusive; x = not tested or not shown.

GRK2 aptamer HTS,JMJD2C inh,MEP2-GFP yeast,AGP1 TOR yeast,LAP4 TOR yeast,RPL19A-GFP yeast,VLA-4 inh,CIT2-GFP yeast,Structure
0,2,97,91,98,94,11,95,O=C(Nc1ccc2nn(-c3ccccc3)nc2c1)c1ccc2c(c1)OCO2
0,-1,106,114,103,104,-5,108,CCCCSc1nc2ccccc2n1CC(=O)O
5,-3,97,102,99,98,0,98,CCOc1ccc(C(=O)N2CCN(c3ccccc3)CC2)cc1
0,x,94,95,90,92,-5,82,Cc1ccc(C2(C)NC(=O)N(CC(=O)N3CCN(S(=O)(=O)c4cccc([N+](=O)[O-])c4)CC3)C2=O)cc1 (centres undefined)
2,0,98,113,121,100,5,94,NC(=O)c1ccsc1NC(=O)CCS(=O)(=O)c1ccc(F)cc1
2,1,174,26,102,78,12,92,COc1cccc(NC(=O)Cn2c(=O)n(C)c(=O)c3sc4c(c32)COC(C)(C)C4)c1
0,-4,104,101,103,99,-11,101,Cc1oc(-c2cccs2)nc1CS(=O)CC(=O)NCCCN1CC(C)CC(C)C1 (centres undefined)
2,-4,103,101,99,106,14,102,COc1ccc(NC2CCCN(C(=O)CCC(=O)c3ccc(F)cc3)C2)cc1 (centres undefined)
2,-6,101,103,96,105,2,103,CN(C)C(CNS(=O)(=O)c1ccc2ccccc2c1)c1ccccc1 (centres undefined)
0,11,107,93,99,105,8,92,CC(=O)c1c(-c2ccccc2)[nH]c2ccccc12
0,-2,100,104,93,104,0,100,O=C(COc1cccc2cccnc12)N1CCc2ccccc21
1,-30,104,102,102,104,63*,99,COc1ccc(OC)c(N(CC(=O)Nc2cccnc2)S(=O)(=O)c2ccccc2)c1
0,-29,102,104,90,109,-10,108,COc1cccc(C2/C(=C(\O)c3ccc4c(c3)OCCO4)C(=O)C(=O)N2Cc2cccnc2)c1 (centres undefined)
0,6,105,100,100,103,-8,96,CC(C)NC(=O)N(C)C[C@H]1Oc2ccc(NC(=O)Cc3ccccc3)cc2C(=O)N([C@H](C)CO)C[C@@H]1C
0,-2,100,105,101,101,-2,100,CCC(C)NS(=O)(=O)c1ccc(NC(=O)C(Sc2ccccc2)c2ccccc2)cc1 (centres undefined)

Part of the list above, with two lines to a compound.
Below each compound – GRK2 aptamer HTS	JMJD2C inh	MEP2-GFP yeast	AGP1 TOR yeast	LAP4 TOR yeast	RPL19A-GFP yeast	VLA-4 inh	CIT2-GFP yeast
> Cc1ccc(C2(C)NC(=O)N(CC(=O)N3CCN(S(=O)(=O)c4cccc([N+](=O)[O-])c4)CC3)C2=O)cc1 (centres undefined)
    0	x	94	95	90	92	-5	82
> COc1cccc(NC(=O)Cn2c(=O)n(C)c(=O)c3sc4c(c32)COC(C)(C)C4)c1
    2	1	174	26	102	78	12	92

Other structures.
GRK2 aptamer HTS,JMJD2C inh,MEP2-GFP yeast,AGP1 TOR yeast,LAP4 TOR yeast,RPL19A-GFP yeast,VLA-4 inh,CIT2-GFP yeast,Structure
1,-5,106,98,105,100,20,100,CC(=O)C1C(=O)c2c(cccc2[N+](=O)[O-])C1=Nc1cccc(Cl)c1 (centres undefined)
1,11,91,94,92,93,7,98,COc1ccc(OC)c(C2C(C(C)=O)=C(O)C(=O)N2CCC(=O)O)c1 (centres undefined)
2,-4,98,86,76,85,-2,92,CC(C)(C)c1ccc(C(=O)NCCNC(=O)c2ccco2)cc1
0,8,101,97,93,100,8,104,CCn1cc(S(=O)(=O)NC(C)c2cc(OC)ccc2OC)cn1 (centres undefined)
3,12,105,102,99,97,8,107,CCOC(=O)C(C)Oc1cccc2c(=O)n(CC(=O)NCCc3ccc(OC)c(OC)c3)ccc12 (centres undefined)
1,-3,103,x,106,101,-8,110,CC(C)OC(=O)/C(=C\c1ccc2c(c1)c1ccccc1n2C)NC(=O)c1ccccc1
0,0,111,104,93,109,11,102,CCOC(=O)C1C(c2ccc(O)c(OC)c2)NC(=O)NC1(O)C(F)(F)F (centres undefined)
0,-3,107,107,100,106,-4,102,COC1CCCN(C(=O)c2ccc(OC3CCN(S(=O)(=O)N(C)C)CC3)cc2)C1 (centres undefined)
0,-2,101,102,100,98,2,92,CC(/C=N/Nc1nc(N2CCCCC2)nc(N2CCCCC2)n1)=C\c1ccccc1
0,28,92,88,89,87,2,90,C/C(CC(=O)NCc1ccco1)=N\NC(=O)Cc1ccccc1
0,-20,92,89,105,100,-7,90,CC(C)C[C@@H](CO)NC(=O)CC[C@H](NC(=O)OC(C)(C)C)C(=O)N(Cc1ccccc1)Cc1ccccc1
x,2,100,91,95,96,6,103,Cc1cccc(OCC(=O)NCc2ccc(F)cc2)c1
1,-18,105,102,98,105,9,97,O=C(COC(=O)c1cc([N+](=O)[O-])ccc1Cl)NC1CCCC1
5,5,100,97,99,98,-37,98,Cc1cccc(C)c1NC(=O)C(=O)NCCCN1CCOCC1
1,-2,99,100,109,95,0,89,CCN(CC(=O)Nc1ccc2c(c1)OCCO2)C(=O)COc1cc(C)ccc1Cl
2,-3,105,102,109,101,12,97,Cc1ccsc1/C=C1\CCc2ccccc2C1=O
8,-24,107,97,106,99,14,100,Cc1nn(CCC#N)c(C)c1Oc1ccccc1O
2,-7,102,101,87,113,3,106,CCOc1ccc(NC(=O)CC2C(=O)N(c3ccc(OC)cc3)C(=O)N2CCc2cccs2)cc1 (centres undefined)
0,-22,99,98,93,106,16,99,CN(C)C(=O)c1cc(C(=O)c2ccc(F)cc2C(F)(F)F)c[nH]1
3,-2,90,96,96,94,8,92,COc1ccc2sc(-c3ccc(N(C)C)cc3)c(-c3cnc(OC)nc3)c2c1
0,-14,97,88,86,96,0,94,CCOC(=O)C1C(C(=O)OCC)C1(c1ccccc1)c1ccccc1 (centres undefined)
0,-25,104,96,91,99,5,99,O=C(Cc1ccccc1)Nc1cccnc1
0,-5,98,89,101,99,-2,105,CCOc1ccc(C(=O)Nc2c(C(N)=O)oc3ccccc23)cc1
4,-1,102,105,110,101,9,97,Cn1nc(C(=O)NNC(=O)C(CCC(N)=O)NS(=O)(=O)c2ccc(Cl)cc2)c2ccccc2c1=O (centres undefined)
0,5,107,98,93,105,23,102,O=C(/C=C/c1cccc(Br)c1)NC1CCN(Cc2ccccc2)CC1
0,5,99,101,101,103,2,105,CCOC(=O)c1c(C)n(CC(O)CN(CC)CC)c2cc(Br)c(OC)cc12 (centres undefined)
3,2,102,86,104,96,-6,92,O=C(O)c1cc([N+](=O)[O-])ccc1NCc1ccccc1Cl
0,-10,104,96,105,99,14,99,COc1ccc2oc(C(=O)OC(C)C(=O)NCc3ccccc3)c(C)c2c1 (centres undefined)
0,6,93,81,85,105,-3,108,CSc1ccc(/C=N/NC(=O)c2ccc(C)c(C)c2)cc1
0,-2,109,111,124,107,5,98,O=[N+]([O-])c1cccc(S(=O)(=O)N2CN(c3ccc(Br)cc3)c3nc4ccccc4nc32)c1
4,-1,99,101,98,97,-9,101,O=C(O)CSc1nnc(-c2ccc3c(c2)OCO3)n1-c1ccccc1
1,-1,99,100,93,95,9,100,CCc1nnc(NC(=O)CCC(=O)N2CCN(Cc3ccccc3)CC2)s1
0,-1,109,94,91,101,23,91,COC(CNC(=O)c1ccc2c(=O)n(Cc3ccc(Cl)cc3)c(=S)[nH]c2c1)OC
0,11,99,97,90,100,1,82,Cc1ccc(-n2ncc(C#N)c2/N=C/N2CCCCCC2)cc1
2,17,u,u,u,u,11,u,COc1ccccc1C(=O)NCCC(=O)N(C)Cc1ccc(C)o1
1,4,96,104,96,97,13,103,COCCNC(=O)Cn1nc(C)c2ccccc2c1=O
3,25,83,90,84,90,-5,93,Cc1ccc(-c2cc(-c3nnc(SCC(=O)N(C)CCC#N)n3N)c3ccccc3n2)cc1
0,3,95,94,95,92,-5,97,Cc1cnc(C(=O)OCC(=O)NCc2ccc3c(c2)OCO3)cn1
1,x,109,99,110,101,-20,97,Cc1cccc(-n2c(C)cc(C=C3C(=O)c4ccccc4C3=O)c2C)c1
0,-5,120,98,106,106,0,96,O=C(O)C1CCCCC1C(=O)Nc1ccccc1Nc1ccccc1 (centres undefined)
0,3,102,99,109,97,24,101,O=C(CSc1nnc(CCCN2C(=O)c3cccc4cccc(c34)C2=O)n1-c1ccccc1)N1CCN(CCO)CC1
1,-16,93,94,91,97,7,89,O=C(N/N=C/c1cc(Br)c(O)c(Br)c1)c1cccnc1
0,-1,102,99,97,101,0,100,CC(=O)C1=C(O)C(=O)N(c2ccc(S(=O)(=O)Nc3nccs3)cc2)C1c1ccc(F)cc1 (centres undefined)
0,x,105,103,108,98,-13,96,O=S(=O)(Nc1ccccc1F)c1ccc(Cl)nc1
4,3,102,91,111,96,4,88,CC(=O)N1CCc2cc(NC(=O)c3ccc(C)cc3)ccc21
0,-5,106,107,102,103,5,105,CC(C)N(CCCNC(=O)Cn1c(=O)c2cccn2c2ccccc21)Cc1ccccc1
0,10,101,101,106,98,i,90,CCn1c(Cc2c(C)[nH]c3ccccc23)n[nH]c1=S
0,-10,104,98,98,100,-9,100,COc1ccc(NC(=O)c2cc3c(=O)n(C)c4ccccc4c3s2)cc1OC
6,0,97,100,104,100,8,90,CC(C)n1c(SCC(=O)Nc2nc3c(s2)CCCC3)nc2c1c(=O)n(C)c(=O)n2C
0,3,101,100,95,99,20,99,CC1(C)CC(=O)c2cc(OCC(=O)N3CCOCC3)ccc2O1
2,2,100,102,101,98,-2,98,COC(=O)C1=C(C)N(C)C(=O)NC1c1cc(Cl)cc(Cl)c1OC (centres undefined)
5,x,101,108,97,99,-2,106,COc1ccccc1CNC(=O)COC(=O)c1cccc(-n2cnnn2)c1
2,-2,102,109,109,105,5,109,O=C(O)Cc1sc(Nc2cccc3ccccc23)nc1-c1ccccc1
2,-9,99,104,102,102,19,98,Cc1ccccc1-n1nnnc1SC(C)C(=O)NC1CCCc2ccccc21 (centres undefined)

Bioassay records from PubChem.

Outcome played no part in choosing rows; overall some 1.7% were active at least once.
